dFosB act = activators of delta FosB homodimer, primary screen, biochemical, fluorescence polarization, TAMRA-CDK5 oligo, single point; Protein FosB (Mus musculus), P13346; purified delta FosB; percent of positive-control signal above neutral wells; activation, % at 25 µM; 340,000 tested, 0.99% active; AID 493131, 2011;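 active = mean activation above about 17%, with every replicate also reaching it, limit read from the data, passing the limit was not always enough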;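 note: fluorescence polarization rise as delta FosB binds a TAMRA Cdk5 AP-1 oligo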
PfHsp90 set2 = growth inhibition of PfHsp90-expressing yeast, primary screen, antimalarial PfHsp90 inhibitor project, S. cerevisiae, BacTiter-Glo luminescence, single point, set 2; inhibition, % at 9.4 µM; 310,000 tested, 0.32% active; BacTiter-Glo ATP, 48 h; yeast lacking PDR1 and PDR3 efflux regulators; AID 504621, 2011;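 active = every replicate shows inhibition above about 80%, whatever the replicate mean, limit read from the data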;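 note: 0% = DMSO neutral controls and 100% = 20 µM radicicol positive controls; yeast relying on Plasmodium falciparum Hsp90 in place of its own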
CAL PDZ FP-1 = CAL PDZ peptide-binding inhibitors, primary screen, biochemical, fluorescence polarization, Cer-tagged CAL PDZ, HTS; purified CAL PDZ, TMR-peptide fluorescence polarization, 1 h; inhibition, % at 20 µM; 330,000 tested, 0.02% active; AID 504414, 2011;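 active = highest replicate inhibition of at least 40%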;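 note: plate controls were DMSO neutral control wells for no effect and unlabeled competitor peptide control wells for full effect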
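material = purified tagged CAL PDZ domain construct (CerCALP) | buffer or medium = sodium phosphate/NaCl buffer pH 7.4 with TCEP, IgG, Thesit | reagent = TMR-labelled reporter peptide T*-PRC34 bound in PDZ groove | incubation = 1 h room-temperature incubation prior to read | measured by = fluorescence polarization (mP) | evaluation = percent inhibition from loss of millipolarization | control set = unlabelled peptide and DMSO controls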
NSD2 inh = NSD2 histone methyltransferase inhibitors, primary screen, biochemical, AlphaScreen, single concentration, set 2; AID 743445, 2014; inhibition, % at 12.5 µM; NSD2 peptide methylation, 120 min; 310,000 tested, 0.54% active; Histone-lysine N-methyltransferase NSD2 (Homo sapiens), O96028; in the data active = inhibition above about 50%
Rtt109 HAT inh = inhibitors of C. albicans Rtt109/Vps75 HAT, primary screen, biochemical, ThioGlo CoA-SH fluorescence, plate reader | Histone acetyltransferase RTT109 (Candida albicans (strain SC5314 / ATCC MYA-2876)), … | purified Rtt109/Vps75, 4 h | inhibition, % at 34.9 µM | 330,000 tested, 0.16% active | AID 540336, 2011;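 active = inhibition of at least 50% in every replicate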
Target sequence (Q5AAJ8 whole entry, looked up): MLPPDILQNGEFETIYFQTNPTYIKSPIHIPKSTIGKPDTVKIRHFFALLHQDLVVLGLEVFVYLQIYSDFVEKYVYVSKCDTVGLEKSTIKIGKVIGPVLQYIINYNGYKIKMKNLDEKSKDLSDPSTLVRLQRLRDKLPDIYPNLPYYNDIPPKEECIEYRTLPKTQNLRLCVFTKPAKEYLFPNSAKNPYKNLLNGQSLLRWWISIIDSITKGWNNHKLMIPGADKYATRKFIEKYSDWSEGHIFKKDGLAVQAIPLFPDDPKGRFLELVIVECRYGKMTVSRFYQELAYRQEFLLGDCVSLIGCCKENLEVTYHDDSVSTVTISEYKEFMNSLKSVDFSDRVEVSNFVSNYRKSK
SR-BI uptake up = activators of SR-BI mediated DiI-HDL uptake, primary screen, ldlA[mSR-BI] CHO cells, DiI fluorescence; 3 h; 100 = double the neutral-control signal; activation, % at 12.5 µM; 320,000 tested, 0.096% active; AID 504775, 2011;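 active = mean replicate activation of at least 60% and every replicate at or above 60%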;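 note: 0% = median plate neutral-control signal and 100% = twice that signal; values of inactives mirror those of a sister screen read the other way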
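system = CHO ldlA[mSR-BI] cells, LDL receptor-null, SR-BI overexpressing | medium = Ham's F12 with 0.5% BSA, HEPES 25 mM, pH 7.4 | probe or stimulus = DiI-HDL 10 µg/mL | compound dosing = single-point compound dose | incubation = compound exposure 3 h, 37 °C | technique = DiI fluorescence, bottom read | read-out = cell-associated DiI fluorescence as measure of HDL uptake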
CAL PDZ FP-2 = untagged CAL PDZ binding inhibitors, primary screen, biochemical, fluorescence polarization, HTS; AID 602252, 2012; inhibition, % at 24.9 µM; purified CAL PDZ, TMR-peptide fluorescence polarization, 1 h; Golgi-associated PDZ and coiled-coil motif-containing protein (Homo sapiens), Q9HD26; 300,000 tested, 0.92% active;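 active = mean inhibition of at least 30% with at least half of replicates also reaching 30%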;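 note: 0% = DMSO neutral control and 100% = excess unlabeled competitor peptide PRC23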
MITF TRPM1 HTS = activators of MITF-driven TRPM1 promoter reporter, primary screen, cell-based, SK-MEL-5, luciferase, single point; SK-MEL-5 TRPM1-promoter luciferase, 24 h; % of positive control, neutral wells = 0; activation, % at 12.5 µM; 300,000 tested, 0.75% active; AID 588334, 2011;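 active = mean activation of at least 80% with every replicate also reaching 80%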;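 note: 0% = neutral control wells and 100% = parthenolide positive control wells; values of inactives mirror those of a sister screen read the other way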
SR-BI DiI inh = inhibitors of SR-BI mediated HDL lipid uptake, primary screen, ldlA[mSR-BI] cells, fluorescence, single point. Scavenger receptor class B member 1 (Mus musculus), Q61009. ldlA[mSR-BI] CHO cells, DiI-HDL uptake fluorescence, 3 h. inhibition, % at 12.5 µM. 320,000 tested, 0.96% active;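 active = mean replicate inhibition of at least 70% and a set share of replicates each scoring 70 or more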;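 note: 0% = median of neutral control wells and 100% = median of positive control wells; values of inactives mirror those of a sister screen read the other way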
Target sequence (Q61009 whole entry, looked up): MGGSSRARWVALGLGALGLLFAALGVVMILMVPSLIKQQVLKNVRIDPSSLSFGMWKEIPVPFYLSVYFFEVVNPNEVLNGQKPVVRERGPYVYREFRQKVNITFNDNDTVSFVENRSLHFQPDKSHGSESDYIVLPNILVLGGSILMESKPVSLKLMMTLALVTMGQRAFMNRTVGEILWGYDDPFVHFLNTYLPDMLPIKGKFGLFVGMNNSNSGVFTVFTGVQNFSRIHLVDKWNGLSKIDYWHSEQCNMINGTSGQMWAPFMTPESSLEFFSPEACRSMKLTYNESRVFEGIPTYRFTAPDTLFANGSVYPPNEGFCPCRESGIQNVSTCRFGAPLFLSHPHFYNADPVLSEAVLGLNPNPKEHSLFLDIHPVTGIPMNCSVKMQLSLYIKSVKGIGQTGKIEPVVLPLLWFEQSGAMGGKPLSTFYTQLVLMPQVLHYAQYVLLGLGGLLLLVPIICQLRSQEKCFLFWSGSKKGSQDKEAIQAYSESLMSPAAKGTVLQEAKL
PvdQ acylase = P. aeruginosa PvdQ acylase inhibitors, primary screen, biochemical, fluorescence, plate reader and imaging, single point; purified PvdQ acylase; PvdQ acylase [Pseudomonas aeruginosa LESB58]; AID 488965, 2010; 340,000 tested, 0.063% active; inhibition, % at 10 µM; in the data active = inhibition above about 30%, passing the limit was not always enough;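 note: 0% = vehicle neutral wells and 100% = reference inhibitor wells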
The depositor's hits bear a star; . = not tested or not shown. Outcome played no part in choosing rows; about 4.3% have a hit in one of these screens.

SMILES | dFosB act | PfHsp90 set2 | CAL PDZ FP-1 | NSD2 inh | Rtt109 HAT inh | SR-BI uptake up | CAL PDZ FP-2 | MITF TRPM1 HTS | SR-BI DiI inh | PvdQ acylase
COc1cc2ncnc(NCCCN3CCOCC3)c2cc1OC | 8 | -3 | -1.9 | 2 | 1 | 17 | 4 | . | -17 | -9
Cn1c(=O)c2nc(-c3ccccc3)oc2c2ccccc21 | -73 | . | -2.8 | . | -3 | -7 | 0 | . | 7 | 11
CCOc1ccc(C(=O)NC(=S)Nc2ccccc2N2CCC(C)CC2)cc1[N+](=O)[O-] | -6 | 7 | 0.4 | 4 | -6 | . | 7 | -3 | . | -11
COc1cccc(C(=O)Nc2cccc(NC(C)=O)c2)c1 | 0 | 6 | . | -7 | -3 | -18 | -2 | -4 | 18 | -7
Cn1c(-c2cccc([N+](=O)[O-])c2)[n+](C)c2ccccc21 | 1 | 4 | -10 | -5 | -13 | 26 | 1 | -3 | -26 | 0
COC1=C/C(=C/c2c(N)n3nc(CC(=O)N4CCOCC4)sc3nc2=O)C=CC1=O | 8 | -16 | -1.6 | . | -1 | 10 | 4 | -2 | -10 | -25
O=C(O)c1ccc(NC(=O)C2(c3ccccc3)CCOCC2)cc1 | -2 | 1 | -0.8 | 6 | 8 | 8 | . | . | -8 | -1
CC(C)(C)NCC(O)COc1cccc2[nH]c(=O)[nH]c12 (configuration not stated) | 1 | 1 | -0.4 | . | 6 | 26 | -3 | 8 | -26 | -10
O=C(O)c1cccc(N2CCCC2=O)c1 | -3 | 8 | . | -5 | -3 | 25 | 13 | 2 | -25 | -8
CNC(=O)COc1ccc(S(=O)(=O)Nc2ccccc2)cc1 | 1 | 28 | -1.1 | 0 | 3 | -5 | -3 | -5 | 5 | -9
COc1ccccc1NC(=O)Cc1cccc2ccccc12 | -6 | -18 | -2.1 | -2 | 3 | -27 | -9 | 13 | 27 | -16
O=C(O)c1ccc(C(=O)c2ccc3c(c2)C(=O)N(CC2CCCO2)C3=O)cc1 (configuration not stated) | -6 | 5 | -0.5 | -4 | -1 | 15 | 3 | -4 | -15 | -8
O=C(Nc1ccccc1)C(c1ccccc1)C1CCCC1 (configuration not stated) | -8 | 21 | -2.5 | -1 | 18 | 0 | -2 | -15 | 0 | 17
O=C(OCC(=O)N1CCCc2ccccc21)c1cc(S(=O)(=O)N2CCOCC2)ccc1F | -8 | . | -0.8 | -3 | -15 | 11 | -3 | -8 | -11 | 4
COc1ccc(OC)c(Cc2nnc(CCC(=O)N3CCCCC3c3nccs3)o2)c1 (configuration not stated) | -5 | -14 | 2.0 | -1 | 4 | . | -6 | 57 | . | -1
CCOc1cc(S(=O)(=O)NCc2ccc3c(c2)OCO3)ccc1F | -8 | 6 | -0.6 | 0 | -7 | 6 | . | 5 | -6 | 0
O=C(/C=C/c1ccc(OC2CSC2)cc1)c1ccccc1 | -10 | -50 | -2.5 | 0 | -6 | 31 | 2 | 58 | -31 | -8
C[C@H](CO)N1C[C@H](C)[C@@H](CN(C)C(=O)Nc2ccc(C(F)(F)F)cc2)Oc2c(NC(=O)Nc3ccccc3)cccc2C1=O | -13 | 6 | -1.2 | . | -2 | -43 | -7 | -7 | 43 | -17
CCc1ccc(NC(=O)C(=O)N/N=C(\C)CC(=O)Nc2ccccn2)cc1 | -5 | -1 | 0.1 | 3 | -7 | -6 | -1 | 10 | 6 | -10
COC(=O)CSc1nnc(CNC(=O)c2ccc(S(=O)(=O)N3CCOCC3)cc2)n1C | 0 | -17 | -2.8 | -1 | . | 26 | -2 | 1 | -26 | 16
C/C(=N/NS(=O)(=O)c1ccc(Cl)cc1)c1cccc(NC(=O)c2ccncc2)c1 | -11 | 1 | -1.9 | 0 | 1 | -8 | -3 | -9 | 8 | -3
COc1ccc(NC2=NC(=S)N(c3ccccc3C)C23CCCCC3)cc1 | -4 | -13 | -0.5 | 3 | 7 | . | 0 | 1 | -4 | -15
Cc1ccc(NC(=O)CNc2cccc(C)c2C)c(C)c1 | -10 | -31 | 0.6 | -2 | -8 | 20 | -3 | 11 | -20 | -24
COc1ccc(NS(=O)(=O)c2cccc(C(=O)NNC(=O)CNC(=O)c3ccco3)c2)cc1 | 1 | -20 | -2.3 | 0 | -9 | 10 | -3 | 2 | -10 | -9
CCC(C)C(N)C1=NC(C(=O)N[C@@H](CC(C)C)C(=O)N[C@H](CCC(=O)[O-])C(=O)N[C@H](C(=O)N[C@H]2CCCCNC(=O)[C@H](CC(N)=O)NC(=O)[C@@H](CC(=O)[O-])NC(=O)[C@H](Cc3cnc[nH]3)NC(=O)[C@@H](Cc3ccccc3)NC(=O)[C@H]([C@@H](C)CC)NC(=O)[C@@H](CCCN)NC2=O)[C@@H](C)CC)CS1.[Zn+2] (some centres not stated) | 4 | 22 | -1.2 | . | -15 | 8 | -3 | 7 | -8 | -9
New compounds follow.
SMILES | dFosB act | PfHsp90 set2 | CAL PDZ FP-1 | NSD2 inh | Rtt109 HAT inh | SR-BI uptake up | CAL PDZ FP-2 | MITF TRPM1 HTS | SR-BI DiI inh | PvdQ acylase
CN(C)c1ccc(C(=O)Nc2cccc(S(=O)(=O)N3CCCC3)c2)cc1 | -4 | -12 | 1.2 | 0 | -14 | -68 | 4 | 47 | 68 | -13
Cc1onc(-c2c(Cl)cccc2Cl)c1C(=O)Nc1ccc(C(N)=O)cc1 | -2 | -34 | -0.4 | -1 | 2 | 2 | -8 | 10 | -2 | -13
CCCC(c1nnnn1Cc1ccccc1)N1CCN(c2ccccc2OC)CC1 (configuration not stated) | 1 | 9 | -5.5 | . | -2 | 5 | 2 | -1 | -5 | -7
COc1ccccc1C(=O)COC(=O)c1cc([N+](=O)[O-])ccc1N1CCOCC1 | -11 | -120 | -2.1 | 1 | 4 | -85 | 1 | 4 | 85* | -7
O=C1c2ccccc2CCCC12N=NCC2c1cccc2ccccc12 (configuration not stated) | -11 | 5 | 0.2 | -1 | -7 | -16 | -8 | -4 | 16 | 4
CC(=O)c1ccc(-n2c(=O)[nH]c(=O)c3c(N)c(C(=O)c4ccc(Cl)cc4)sc32)cc1 | 7 | 6 | -3.4 | 8 | -1 | -39 | -9 | 1 | 39 | -4
Cc1ccc(Nc2nnc(SCC3CCCCO3)s2)cc1 (configuration not stated) | -8 | -65 | -0.6 | 0 | 11 | -8 | -2 | 10 | 8 | -12
CCC1c2ccccc2C(=O)C1C(N)=O (configuration not stated) | -5 | 3 | 0.4 | 2 | -3 | -5 | -4 | -5 | 5 | -11
Cc1ccc(S(=O)(=O)N(C)C)cc1NC(=O)COC(=O)c1ccc2ccccc2n1 | -9 | 17 | 0.2 | -1 | 3 | 13 | -6 | -3 | -13 | 3
O=C(CCN1C(=O)/C(=C/c2ccccc2Cl)SC1=S)NC1CCCC1 | 5 | 7 | -1.5 | -1 | 1 | 8 | -2 | -17 | -8 | -18
CCn1c2ccccc2c2cc(NC(=O)CSc3nnc(-c4ccc(OC)c(OC)c4)n3N)ccc21 | 2 | -11 | -0.5 | -1 | 1 | -35 | 1 | . | 35 | 11
CCCCCCNC(=O)CC(c1ccccc1)c1cc(Br)ccc1O (configuration not stated) | -3 | -26 | -1.9 | . | 6 | . | 0 | -19 | . | -3
CCCc1cc(=O)oc2cc(OCC(=O)N(C)C)c(Cl)cc12 | -11 | 0 | -0.1 | -3 | 21 | 8 | 1 | 12 | -8 | 8
CC(C)c1nnc(NC(=O)c2ccc(S(=O)(=O)N3CCOCC3)cc2)s1 | -2 | -8 | -0.8 | . | 3 | 16 | -1 | 6 | -16 | -9
CC(C)(C)c1cn(-c2ccc(F)cc2)c(=S)[nH]1 | -11 | -17 | -6.9 | 0 | -4 | 24 | -1 | -2 | -24 | -14
O=C(OCc1ccccc1)/C(=C/c1cccc(Br)c1)NC(=O)c1ccco1 | -4 | -26 | -0.7 | -1 | -4 | -24 | -1 | -10 | 24 | -4
Cc1ccc(C(=O)OCC(=O)NCC2CCCO2)c(C)c1 (configuration not stated) | -6 | 5 | -0.9 | 0 | -9 | 8 | 2 | 9 | -8 | -15
COc1cccc2cc(-c3nnc(SCC(=O)Nc4cc(C(F)(F)F)ccc4Cl)n3N)oc12 | -1 | -6 | 0.7 | 0 | -1 | -45 | -2 | -5 | 45 | -5
CCCC(=O)NC(=S)Nc1ccc(N2CCN(C(=O)c3cccs3)CC2)cc1 | -6 | -21 | -2.9 | . | -11 | -10 | 2 | -1 | 10 | -2
O=S(Cc1ccc(Cl)cc1)CC(O)COc1ccc(Cl)cc1 (configuration not stated) | -2 | 7 | . | -6 | 0 | 0 | -2 | -3 | 0 | -7
CC(C)Sc1cc(N2CCCC2)nc(-c2ccccc2)n1 | -3 | -1 | 0.6 | 1 | -4 | -55 | -2 | -3 | 55 | -16
COc1ccc(C(C)=O)cc1COC(=O)c1cc(=O)c2ccccc2o1 | 4 | -7 | -2.1 | -1 | -2 | -2 | 0 | -3 | 2 | -9
O=C(COC(=O)c1ccc(Cl)c(S(=O)(=O)N2CCCCC2)c1)NCCc1ccccc1 | -6 | 5 | -3.3 | -1 | 34 | -2 | 0 | 8 | 2 | 3
O=S1(=O)CC/C(=N\Nc2ccccc2)c2ccsc21 | -3 | 18 | -0.8 | -1 | 7 | -11 | 33* | 5 | 11 | -1
COc1ccc(C(=O)CSc2nc(SC)ns2)cc1OC | -4 | 10 | 0.3 | 0 | -4 | -23 | -4 | . | 23 | 2
COc1ccc2[nH]cc(C3N4CC5(C)CN3CC(C)(C4)C5=O)c2c1 (configuration not stated) | -5 | -41 | 0.5 | 0 | -6 | 12 | -5 | -7 | -12 | -15

Compound profiles, from the list above. Values in the order: dFosB act | PfHsp90 set2 | CAL PDZ FP-1 | NSD2 inh | Rtt109 HAT inh | SR-BI uptake up | CAL PDZ FP-2 | MITF TRPM1 HTS | SR-BI DiI inh | PvdQ acylase
`COc1ccc(C(C)=O)cc1COC(=O)c1cc(=O)c2ccccc2o1` as listed: 4 | -7 | -2.1 | -1 | -2 | -2 | 0 | -3 | 2 | -9
`CC(C)c1nnc(NC(=O)c2ccc(S(=O)(=O)N3CCOCC3)cc2)s1` as listed: -2 | -8 | -0.8 | . | 3 | 16 | -1 | 6 | -16 | -9
